RmlCD inh mix: RmlC and RmlD coupled enzyme inhibitors, primary screen, biochemical, 384-well, compound mixtures, retest | hit rate 0.39% among 110,000 | inhibition, % at 5.5 µM | RmlC/RmlD coupled enzyme inhibition, 384-well mixture HTS | AID 1532, 2009; in the data active = inhibition above about 30%, passing the limit was not always enough; inconclusive = no clear call, values can overlap the other calls; note: strong numbers were not always called active
RT RNaseH block: HIV-1 RT RNase H inhibitors, primary screen, biochemical, fluorescence; Gag-Pol polyprotein (Human immunodeficiency virus type 1 group M subtype B (isolate …; RT-RNase H RNA/DNA duplex cleavage; hit rate 1.9% among 65,000; inhibition, % at 10 µM; AID 565, 2006; in the data active = inhibition above about 50%
Starred values were filed as active, the others as inactive; ? = inconclusive; . = not tested or not shown.

compound	RmlCD inh mix	RT RNaseH block
CCCn1cnc2c(c1=O)c1nc3ccccc3nc1n2Cc1ccccc1OC	-13	-2
COc1ccc(-c2nnc(SCc3ccccc3)n2N)cc1	2	3
Cc1ccc(S(=O)(=O)Cn2nnnc2C(c2ccc(F)cc2)N2CCC(C(N)=O)CC2)cc1 (stereo unspecified)	6	15
CC1(C)Cc2noc(N)c2C(C)(C)N1OC(=O)c1ccccc1	-4	0
COc1ccc(C(c2sc3nc(C)nn3c2O)N2CCCCC2)cc1 (stereo unspecified)	11	-3
CCN(CC)C(=O)c1sc(NC(=O)c2ccoc2C)c(C(=O)OC)c1C	13	15
O=C(CCCn1c(=S)[nH]c2cc3c(cc2c1=O)OCO3)N1CCN(C2CCCCC2)CC1	11	.
COc1cccc(C2C(C#N)=C(N)Oc3c2oc(CO)cc3=O)c1 (stereo unspecified)	7	.
CCCc1cc(=O)[nH]c(Nc2ccc(N3CCCCC3)cc2)n1	-10	12
CCCCn1nnnc1SCC(=O)N1CCOCC1	-11	.
COc1ccc(CCNC(=O)c2cc(-c3ccccc3)on2)cc1OC	-15	-5
COC(=O)C1=C(C)N(CCCC(=O)O)C(=O)NC1c1cccc(Cl)c1Cl (stereo unspecified)	7	.
CC(=O)c1ccc(-n2c(-c3cc(-c4ccco4)[nH]n3)n[nH]c2=S)cc1	-10	.
Cc1cc(C(=O)CSC(C)c2nc3ccccc3c(=O)[nH]2)c(C)n1C (stereo unspecified)	.	0
COc1ccc(-c2nnn(CC(=O)N(C3CCCC3)C(C)C(=O)NC3CCCC3)n2)cc1OC (stereo unspecified)	-5	12
C=CCOC(=O)C(=O)/C=C/c1csc2ccccc12	-11	.
CCOC(=O)N1CCN(c2ccc3nnnn3n2)CC1	-1	-13
CCOc1ccc(CC2S/C(=N/c3ccccn3)NC2=O)cc1 (stereo unspecified)	-10	-2
O=C(CCCn1c(SCC(=O)NC2CCCCC2)nc2ccccc2c1=O)NCC1CCCO1 (stereo unspecified)	11	-3
COC(=O)COc1ccc(S(=O)(=O)NCCC2=CCCCC2)cc1	11	-4

The list goes on:
compound	RmlCD inh mix	RT RNaseH block
O=C(Nc1ccc(S(=O)(=O)N2CCCC2)cc1)c1ccc(CN2CCOCC2)cc1	.	-4
CCC(Sc1nc2n[nH]c(C)c2c(=N)n1-c1cccc(Cl)c1)C(=O)NCCOC (stereo unspecified)	10	-8
CCSC1=C(C#N)C(c2cccs2)C(C(=O)OC)=C(C)N1 (stereo unspecified)	-15	-7
COC(=O)C(Sc1nc(C)cc(C)c1C#N)c1ccccc1 (stereo unspecified)	-4	.
CC(C)c1[nH]nc2c1C(C(C)C)C(C#N)=C(N)O2 (stereo unspecified)	5	-23
CCOCCn1c(CN2CCCC(C)C2)nc2c1c(=O)n(C)c(=O)n2C (stereo unspecified)	-8	-9
COc1ccc(C(N)=O)cc1NC(=O)c1cccc(F)c1	.	-8
CC(C)CNC(=O)c1cccc(NC(=O)c2ccco2)c1	-10	.
O=C(NC1CCCC1)c1cccc(NC(=O)c2ccco2)c1	6	.
COC(=O)c1c(C)oc2ccc(NS(=O)(=O)c3cccs3)cc12	-4	-7
CSc1cccc(NS(=O)(=O)c2cccc3nsnc23)c1	-6	-66
[O-][n+]1onc2c1CCC1N(O)C(c3ccccc3)CC21O (stereo unspecified)	93	2
CN(CC(=O)Nc1ccccc1N1CCOCC1)S(=O)(=O)c1ccc(F)cc1	4	.
CCOC(=O)Cc1cc(=O)n2[nH]c(-c3ccc(Cl)cc3)cc2n1	0	.
O=C(NCC1CCCO1)C1CCN(CC2CCCCC2)CC1 (stereo unspecified)	-14	-2
O=C(c1n[nH]c(=O)c2ccccc12)N1CCN(c2ccccc2Cl)CC1	6	-9
Cc1cc(C)cc(N(CC(=O)NCC2CCCO2)C(=O)CCC(=O)Nc2cc(C)on2)c1 (stereo unspecified)	.	0
Cc1cc(C(=O)Nc2cccc(C(=O)O)c2)c(C)o1	-28	.
O=C(C1CCC1)N1CCC(c2nc3c(nnn3Cc3c(F)cccc3Cl)c(=O)[nH]2)CC1	8	-21
C=CCn1c(N)c(C(=O)Nc2ccccc2)c2nc3ccccc3nc21	-11	2

(cont.)
compound	RmlCD inh mix	RT RNaseH block
CCCCC(=O)Nc1cc(OC)c(NC(=O)C2CCCCC2)cc1OC	-11	.
Cc1ccc2occ(/C=N/O)c(=O)c2c1	5	.
CCOC(=O)CN1C(=O)C(O)(CC(=O)c2cccc(OC)c2)c2ccccc21 (stereo unspecified)	?	1
O=c1c2ccccc2c(/C=N/c2ncn[nH]2)c(O)n1Cc1ccccc1	7	-19
CCSc1nnc(-c2ccccc2NC(C)=O)c(=O)[nH]1	-1	-4
O=C1O/C(=C/C(=O)N2CCOCC2)c2ccccc21	-9	.
CC(C)(C)NC(=O)Cn1cc(C#N)c2cc(Br)ccc21	-10	-3
CC1(C)CC(=O)C2=C(C1)N=c1s/c(=C/c3ccc(F)c(F)c3)c(=O)n1C2c1ccc(F)cc1 (stereo unspecified)	-19	.
CCOc1ccccc1-n1c(O)c(C=Nc2c(C)n(C)n(-c3ccccc3)c2=O)c(=O)[nH]c1=O	0	13
CC(C)NC(=O)NCCCCCCS(C)=O (stereo unspecified)	-14	.
CCOC(=O)c1cnc(SC)nc1Nc1cccc2ccccc12	3	.
CC1=C(C(=O)NCc2ccco2)C2(CCC(C)CC2)OC1=O (stereo unspecified)	-14	-5
CCOC(=O)CNC(=O)c1cn(C)c(=O)c2cc(OC)c(OC)cc12	-23	3
COc1ccc2c(c1)OC(O)(C(F)(F)C(F)F)CC2=O (stereo unspecified)	5	0
Cc1ccc(CSc2nnc3c(n2)OC2(Nc4ccccc4-3)C(=O)Nc3ccc(F)cc32)cc1 (stereo unspecified)	15	.
Cn1c(=O)c2ncn(CC(=O)NCCOc3ccccc3)c2n(C)c1=O	-4	3
COC(=O)c1ccc(NC(=O)CSc2nnc(-c3ccncc3)n2N)cc1	-7	-4
CCOc1ccccc1NC(=O)CCCc1nc2ccccc2c(=O)[nH]1	-9	-25
O=C(NCC(=O)N(c1ccc2c(c1)OCCO2)C(C(=O)NC1CCCC1)c1ccco1)c1ccco1 (stereo unspecified)	4	-3
c1ccc(COc2ccc(CN3CCN(c4ccccn4)CC3)cc2)cc1	-11	.

Going on with the list:
compound	RmlCD inh mix	RT RNaseH block
Cc1ccc(C)c(CSc2nnc(CCN)o2)c1	-12	-4
COc1ccccc1NS(=O)(=O)c1cc(C(=O)NCc2ccco2)ccc1C	7	.
O=C(NCCCN1CCOCC1)c1cc(-c2ccc3c(c2)OCO3)nc2ccccc12	-5	-2
CCC(=O)Nc1nnc(Cc2ccccc2)s1	12	-8
CCOC(=O)C1CCN(C(=O)CN(c2ccc(OC)cc2)S(=O)(=O)c2c(C)nn(C)c2C)CC1	9	-15
CCCc1cc(=O)[nH]c(SCC(=O)N(C)Cc2ccccc2)n1	7	-16
CC1CCCCN1C(=O)c1cc(F)c(F)cc1Cl (stereo unspecified)	11	-7
CCn1c(COc2ccccc2C)nnc1SCC(=O)Nc1ccc2c(c1)OCCO2	-15	3
COc1ccc(CC(=O)OCC(=O)NC(=O)NC(C)C)cc1	2	.
Cc1cc2ccccc2nc1SCC(=O)Nc1nc(-c2ccccc2)cs1	-7	.
O=S(=O)(c1ccc(N2CCOCC2)nc1)N1CCOCC1	-12	.
O=C(CC(SCCO)c1ccc2c(c1)OCO2)c1ccco1 (stereo unspecified)	-6	-17
O=C(Nc1ccccc1)C1=C[C@@H](c2coc3ccccc3c2=O)C[C@@H](OCCCCO)O1	-7	.
COc1cc2c(cc1OC)C(c1ccc3c(c1)OCO3)C1=C(CC(C)(C)CC1=O)N2 (stereo unspecified)	.	-9
C[C@H]1[C@@H](OC(=O)CCC(=O)O)O[C@@H]2OC3(C)CC[C@H]4[C@H](C)CC[C@@H]1[C@@]24OO3	-15	.
N#Cc1c2c(nc(N)c1-c1ccccc1)CCCCC2	4	1
Cc1ccc(-c2nnc(SCC(=O)Nc3nc4c(s3)CCCC4)n2C)cc1	-11	-4
CN(CCC#N)CC(=O)Nc1ccc(NC(=O)CN(C)CCC#N)cc1	14	-22
COC(=O)C1=CNC=C(C(=O)OC)C1c1ccccc1Cl	51	-27
CCOc1ccc(/C(O)=C2/C(=O)C(=O)N(c3cc(C)on3)C2c2ccc(C(=O)OC)cc2)cc1 (stereo unspecified)	0	4

Going on with the list.
compound	RmlCD inh mix	RT RNaseH block
CCOC(=O)N1CCC(c2cc(=O)n3[nH]c(C)c(-c4ccc(F)cc4)c3n2)CC1	.	22
Cn1c(SCC(=O)NCc2ccco2)nnc1-c1ccc(S(=O)(=O)N2CCOCC2)cc1	2	2
CC(=O)Nc1ccc(S(=O)(=O)N2CCN(C)CC2)cc1	-9	.
NC(=O)[C@@H]1CCCNc2c(F)cc([N+](=O)[O-])cc2C(=O)N[C@@H](CO)C(=O)NCC(=O)N1	9	.
Cc1ccc(CCNC(=O)C2CCC(=O)N2C2CCCC2)cc1 (stereo unspecified)	6	-1
Cc1ccc(S(=O)(=O)N(Cc2nccn2C)C(C)C)cc1	-9	-17
O=C(COc1ccccc1)Nc1nc(-c2ccc(S(=O)(=O)N3CCOCC3)cc2)cs1	-1	66*
c1ccc(Oc2ccc(-n3cnnn3)cc2)cc1	-16	-37
Cc1cc(C)c2c(N=CN(C)C)c(C(=O)N3CCN(c4ncccn4)CC3)sc2n1	-14	-13
Cc1ccc(Sc2cnc3ccccc3n2)cc1	0	.
O=S(=O)(N1CCOCC1)N1CCCN(S(=O)(=O)N2CCOCC2)CC1	-11	-9
COC(=O)c1ccc(N2CCC(c3cc(-c4ccc(OC)cc4)n[nH]3)CC2)c([N+](=O)[O-])c1	5	.
Cc1cc2c(c(=O)n1C)C(Cc1ccccc1)C(C#N)=C(N)O2 (stereo unspecified)	1	-5
CC(C)c1nc(SCc2c(F)cccc2Cl)c2c(=O)n(C)c(=O)n(C)c2n1	8	-16
COc1ccc(CNC(=O)C(c2ccc(C)o2)N(C(=O)c2csnn2)c2ccc(C(C)C)cc2)cc1 (stereo unspecified)	-3	.
COc1cc2cc(CN(Cc3nnnn3C3CCCC3)C3CCCC3)c(=O)[nH]c2cc1OC	.	-1
Cc1ccccc1N(CC(=O)Nc1ccccc1C(=O)O)S(C)(=O)=O	-18	-8
Cc1ccc(-c2nnc(N3CCCCC3)c3ccccc23)cc1S(=O)(=O)NCC1CCCO1 (stereo unspecified)	9	.
COC(=O)C(C)N(C(=O)c1cccc2ccccc12)c1c(C)cccc1C (stereo unspecified)	-14	.
O=C(CSc1nc(O)cc(=O)n1-c1ccccc1)N1CCCCC1	2	-4

Further entries.
compound	RmlCD inh mix	RT RNaseH block
Cc1occc1C(=O)Nc1cccc(Cn2cccn2)c1	-1	1
COc1ccccc1C(=O)Nc1cccc(N(C)S(C)(=O)=O)c1	7	-21
Cc1cc(NS(=O)(=O)c2ccc(NC(=O)c3cnc4sccn4c3=O)cc2)nc(C)n1	10	.
CCCC(O)(CCC)C(=O)NN1CCCCC1	-7	.
CC(C)CC(COCc1ccc(Cl)cc1)N1CCN(C(=O)c2ccc(C(F)(F)F)cc2)CCC1=O (stereo unspecified)	13	.
COCCN1Cc2cccc(C(=O)Nc3ccc(S(=O)(=O)N4CCCCCC4)cc3)c2C1=O	.	13
COC(=O)c1ccc(C)c(NS(=O)(=O)c2ccc3c(c2)OCCO3)c1	11	-91
O=C(NCc1ccc(N2CCCC2=O)cc1)c1cnccn1	7	-2
Cc1cccc(N2CCN(C(=O)c3cc4c(=O)n(C)c5ccccc5c4n3C)CC2)c1C	8	7
Cc1cc(=O)oc2c(CN3CCCCC3)c(O)c(Cl)cc12	94*	-2
COCCCNC(=O)c1ccccc1NS(C)(=O)=O	-6	-9
CC[n+]1c(S(=O)(=O)[O-])ccc2ccc(C)cc21	-12	.

Exported with two lines to a compound: part of the list above.
Results follow in this order: RmlCD inh mix, RT RNaseH block
- COc1ccc(CNC(=O)C(c2ccc(C)o2)N(C(=O)c2csnn2)c2ccc(C(C)C)cc2)cc1 (stereo unspecified)
 : -3, .
- COc1cc2cc(CN(Cc3nnnn3C3CCCC3)C3CCCC3)c(=O)[nH]c2cc1OC
 : ., -1
- Cc1ccccc1N(CC(=O)Nc1ccccc1C(=O)O)S(C)(=O)=O
 : -18, -8
- Cc1ccc(-c2nnc(N3CCCCC3)c3ccccc23)cc1S(=O)(=O)NCC1CCCO1 (stereo unspecified)
 : 9, .
- COC(=O)C(C)N(C(=O)c1cccc2ccccc12)c1c(C)cccc1C (stereo unspecified)
 : -14, .
- O=C(CSc1nc(O)cc(=O)n1-c1ccccc1)N1CCCCC1
 : 2, -4
- Cc1occc1C(=O)Nc1cccc(Cn2cccn2)c1
 : -1, 1
- COc1ccccc1C(=O)Nc1cccc(N(C)S(C)(=O)=O)c1
 : 7, -21
- Cc1cc(NS(=O)(=O)c2ccc(NC(=O)c3cnc4sccn4c3=O)cc2)nc(C)n1
 : 10, .
- CCCC(O)(CCC)C(=O)NN1CCCCC1
 : -7, .
- CC(C)CC(COCc1ccc(Cl)cc1)N1CCN(C(=O)c2ccc(C(F)(F)F)cc2)CCC1=O (stereo unspecified)
 : 13, .
- COCCN1Cc2cccc(C(=O)Nc3ccc(S(=O)(=O)N4CCCCCC4)cc3)c2C1=O
 : ., 13
- COC(=O)c1ccc(C)c(NS(=O)(=O)c2ccc3c(c2)OCCO3)c1
 : 11, -91
- O=C(NCc1ccc(N2CCCC2=O)cc1)c1cnccn1
 : 7, -2
- Cc1cccc(N2CCN(C(=O)c3cc4c(=O)n(C)c5ccccc5c4n3C)CC2)c1C
 : 8, 7

Not all compounds are listed. The share of hits here may be higher or lower than overall.
